Growth percent in the NCI-60 one-dose screen (48 h, 10 µM unless noted): 100 = growth as untreated, 0 = no growth, -100 = all killed.
IGROV1 = IGROV1 ovarian cancer; hit rate 4.7% among 79,000; AID 1794786
PC-3 = PC-3 prostate cancer cells. hit rate 3.9% among 80,000. AID 1794754
OVCAR-5 = OVCAR-5 ovarian cancer | hit rate 2.9% among 82,000 | AID 1794783
DU-145 = DU-145 prostate cancer | hit rate 4.2% among 81,000 | AID 1794760
OVCAR-8 = OVCAR-8 ovarian cancer. hit rate 4.4% among 81,000
OVCAR-3 = OVCAR-3 ovarian cancer. AID 1794787. hit rate 7% among 79,000
SK-OV-3 = SK-OV-3 ovarian cancer cells. hit rate 3.2% among 80,000
OVCAR-4 = OVCAR-4 ovarian cancer cells; hit rate 3.7% among 80,000; AID 1794784
An asterisk follows results filed as active; · = no result given. Rule for the calls: active = growth percent below 10; inactive = the rest.

Every second line gives: IGROV1	PC-3	OVCAR-5	DU-145	OVCAR-8	OVCAR-3	SK-OV-3	OVCAR-4
COc1ccc(-c2nc3ccc(C(=O)NN4C(=O)c5ccc([N+](=O)[O-])cc5C4=O)cc3[nH]2)cc1
→ 101.0	90.5	88.6	109.3	97.5	115.3	94.8	100.9
NC(=O)Nc1nc(-c2ccccc2)no1
→ 109.3	106.6	110.8	115.2	·	121.0	108.9	112.0
CC(C)(C)n1cc(-c2ccnc(NCCNS(=O)(=O)c3cccc4ccccc34)c2)c(-c2ccccc2)n1
→ 84.1	59.5	97.8	92.1	82.4	90.9	98.2	78.8
COC(=O)c1ccc2c(c1)nc(-c1cc3ccccc3[nH]c1=O)n2Cc1ccc(OC)c(OC)c1
→ 70.7	93.7	101.4	103.3	84.7	99.5	93.0	110.0
C/C(=N/NC(=S)NC1CCCCC1)c1sc(Nc2ccccc2O)nc1C
→ 71.3	74.7	111.7	86.7	87.2	102.6	·	59.0
O=C(c1ccccc1)C1C(=O)N2C(=S)N(c3ccccc3)C(=O)C2C1c1ccc(Cl)cc1 (stereo unspecified)
→ 54.2	86.7	101.5	109.5	94.8	95.6	88.0	90.8
Cc1cc(O)c(C(C)C)cc1C1(c2cc(C(C)C)c(O)cc2C)OS(=O)(=O)c2ccccc21
→ 114.7	92.0	97.0	106.4	109.8	101.4	102.2	126.6
CC(C)N=C(N)/N=C(\N)Nc1ccc2ccc3ccccc3c2c1
→ -56.7*	-7.7*	-88.5*	-89.5*	-60.2*	-83.0*	-63.3*	-56.9*
Cc1nc(NN)c([N+](=O)[O-])c(NN)n1
→ 107.7	104.4	92.8	108.8	102.1	99.9	121.4	114.3
FC(F)(F)COc1ccc(-c2nnc(Nc3ccccc3)s2)cc1
→ 109.6	90.4	104.5	85.2	95.8	117.2	105.7	87.2
Cc1c(N)c(S(N)(=O)=O)cc(S(N)(=O)=O)c1Cl
→ 109.1	97.9	108.0	112.0	112.9	120.6	112.3	101.7
O=[N+]([O-])c1ccc(Cl)c(C(F)(F)F)c1
→ 114.7	92.7	104.2	111.5	100.0	97.9	96.3	·
Cc1nn(-c2ccc(Br)cc2)c2nc(C(F)(F)F)nc(Nc3ccc(NCc4c(-c5ccccc5)no[n+]4[O-])cc3)c12
→ 59.6	47.0	89.5	84.8	75.8	91.6	82.7	81.3
Nc1nc2c(ncn2C2CC(O)C(CO)O2)c(=O)[nH]1 (stereo unspecified)
→ 105.9	82.4	98.5	108.7	100.8	107.1	66.3	97.4
CC(=O)OCC1OC(Oc2ccccc2C)C(OC(C)=O)C(OC(C)=O)C1OC(C)=O (stereo unspecified)
→ 82.9	93.0	·	99.0	95.5	111.1	98.3	90.0
COc1cccc(-c2c(C#N)c(-c3ccccc3)nc3c2c(-c2ccccc2)nn3-c2ccccc2)c1
→ 103.2	87.2	87.1	100.3	100.6	100.3	87.7	90.9
O=S(=O)(O)c1ccc2c(c1)C(C(Cl)(Cl)Cl)OC(C(Cl)(Cl)Cl)O2 (stereo unspecified)
→ 125.5	104.3	104.8	107.1	95.0	108.0	111.3	113.8
O=C1N/C(=N\c2nccs2)S/C1=C\c1cccs1
→ 31.5	41.3	49.1	53.2	31.3	44.2	39.3	30.9
CN1CCN(CC(=O)Nc2cccc(-n3cc(-c4ccncc4)c(-c4ccc(Cl)c(O)c4)n3)c2)CC1
→ 57.5	26.6	68.2	19.4	57.2	12.8	55.9	59.8
Oc1ccc(Br)cc1-c1nc2ccccc2s1
→ 76.1	84.8	106.2	105.1	100.9	99.2	86.4	83.3

Single entries from the list.
O=[N+]([O-])c1ccc(Cl)c(C(F)(F)F)c1 @ OVCAR-8 = 100.0
CC(=O)OCC1OC(Oc2ccccc2C)C(OC(C)=O)C(OC(C)=O)C1OC(C)=O (stereo unspecified) @ OVCAR-3 = 111.1
COc1cccc(-c2c(C#N)c(-c3ccccc3)nc3c2c(-c2ccccc2)nn3-c2ccccc2)c1 @ OVCAR-4 = 90.9

Further records.
Every second line gives: IGROV1	PC-3	OVCAR-5	DU-145	OVCAR-8	OVCAR-3	SK-OV-3	OVCAR-4
CCOC(=O)c1c2c(c(C)n1Cc1ccccc1)-c1nn(Cc3ccc(Cl)cc3)cc1CC2
→ 107.5	71.0	·	130.7	88.5	108.8	96.5	73.2
C=C(C)[C@@H]1CC[C@]2(COC(=O)Oc3ccc([N+](=O)[O-])cc3)CC[C@]3(C)[C@H](CC[C@@H]4[C@@]5(C)CC[C@H](O)C(C)(C)[C@@H]5CC[C@]43C)[C@@H]12
→ 125.0	84.3	113.4	107.3	103.4	117.3	115.8	111.9
Nc1nc(C(=O)NNC(=O)Nc2ccccc2)nn1-c1ccc(S(N)(=O)=O)cc1
→ 93.2	87.6	96.8	101.8	99.6	92.4	110.4	100.0
O=C(/C=C/Nc1ccc(NS(=O)(=O)c2ncccn2)cc1)c1cc2c(ccc3ccccc32)oc1=O
→ 116.1	99.8	108.9	117.6	101.8	110.2	99.4	105.8
O=C(CCn1cc[n+](CC(=O)c2ccc(F)cc2)c1)Nc1cccc2cccnc12
→ 98.2	91.0	100.5	104.2	100.5	100.9	93.3	94.5
CCN1CCN(Cc2ccc(C(=O)Nc3cccc(-c4cn(-c5ccc6oc(=O)ccc6c5)nn4)c3)cc2C(F)(F)F)CC1
→ -100.0*	-40.8*	-100.0*	-100.0*	-100.0*	-100.0*	25.4	-100.0*
NNCCc1ccc(NC(=O)CCCc2ccc(/C=C/C(=O)NO)cc2)cc1
→ 62.9	53.9	71.4	72.6	8.0*	55.3	64.1	29.9
COc1cc(Br)c(CC(=O)O)cc1OC
→ 101.1	100.5	81.0	132.1	102.9	120.6	114.0	107.3
O=C(SCc1c(O)c2ccccc2oc1=O)c1ccccc1
→ 98.5	87.3	100.1	97.9	98.8	102.7	106.4	99.8
Cc1ncc(C(=O)Nc2ccc(CN3CCN(C)CC3)c(C(F)(F)F)c2)cc1C#Cc1c(N)ncc2ccc(F)cc12
→ -76.0*	-83.6*	-45.3*	-88.6*	-74.8*	-23.4*	41.4	-58.6*
COc1nnc2c3cc(Br)cc(Br)c3n(C)c2n1
→ 97.9	88.5	100.7	107.8	97.7	111.6	103.6	98.3
C=CC(=O)Nc1cccc(Oc2nccc(Nc3nnc(-c4ccc(Br)cc4)s3)n2)c1
→ 100.5	89.5	95.4	103.1	98.5	102.0	91.0	86.4
Cc1ccc(-n2cc(/C=C/C(=O)c3ccc(S(C)(=O)=O)cc3)c(-c3ccc(S(C)(=O)=O)cc3)n2)cc1
→ 69.2	86.6	98.3	103.9	97.5	75.9	104.9	108.6
CC(=O)Nc1ccc(C(=O)CCl)cc1
→ 93.2	92.9	94.5	66.0	92.1	-21.6*	·	60.6
Oc1ccc(N=Nc2ccc(N=Nc3ccccc3)cc2)cc1
→ 53.6	43.1	79.3	49.3	23.1	18.3	42.6	76.0
Nc1ccc(Cl)c(N)c1
→ 68.9	94.3	101.4	107.2	107.9	100.2	92.6	96.1
O=C(N/N=C/c1ccccc1Cl)C(=O)Nc1cccc(C(F)(F)F)c1
→ 92.9	106.4	97.4	101.1	83.0	114.6	102.4	101.2
O=C(COCc1c(-c2ccccc2)no[n+]1[O-])Nc1nc(-c2ccc(Cl)cc2)cs1
→ 111.6	95.7	109.3	108.7	100.6	102.0	95.1	111.1
C=C1CCC2C(C)(CO)C(O)CCC2(C)C1CC(NC1CCCC1)C1=CCOC1=O (stereo unspecified)
→ 101.2	93.1	94.7	104.2	104.3	101.4	112.0	102.2
C[C@@H]1C=C[C@@H]2C[C@H](CO)CC[C@H]2[C@@H]1C(=O)O
→ 108.8	99.2	107.7	110.9	107.4	116.2	102.8	105.8

3 of the compounds above, with bars between the fields.
SMILES | IGROV1 | PC-3 | OVCAR-5 | DU-145 | OVCAR-8 | OVCAR-3 | SK-OV-3 | OVCAR-4
O=C(COCc1c(-c2ccccc2)no[n+]1[O-])Nc1nc(-c2ccc(Cl)cc2)cs1 | 111.6 | 95.7 | 109.3 | 108.7 | 100.6 | 102.0 | 95.1 | 111.1
Oc1ccc(N=Nc2ccc(N=Nc3ccccc3)cc2)cc1 | 53.6 | 43.1 | 79.3 | 49.3 | 23.1 | 18.3 | 42.6 | 76.0
Nc1ccc(Cl)c(N)c1 | 68.9 | 94.3 | 101.4 | 107.2 | 107.9 | 100.2 | 92.6 | 96.1

Further records follow:
Every second line gives: IGROV1	PC-3	OVCAR-5	DU-145	OVCAR-8	OVCAR-3	SK-OV-3	OVCAR-4
O=C1c2ccccc2C(=O)N1c1ccccc1[N+](=O)[O-]
→ 101.5	99.7	114.2	115.5	101.1	115.9	99.4	100.8
CCOC(=O)N/N=C/c1cc(Br)ccc1O
→ 117.0	97.9	106.9	119.5	104.7	117.4	120.3	114.0
COc1cc(-c2[nH]c(=S)[nH]c(=O)c2C#N)cc(OC)c1OC
→ 109.8	100.3	103.6	112.3	102.0	101.2	108.4	111.4
COCCN(/N=N/c1nc[nH]c1C(N)=O)C(C)(C)C
→ 101.2	102.4	105.0	70.8	68.6	84.8	50.3	69.6
Nc1ncc(C(=O)O)c(-c2ccccc2)n1
→ 142.6	94.8	103.7	120.3	109.7	115.7	107.1	103.9
CCOC(=O)C(CO)NC(=O)C1(NC(C)=O)CCCC1 (stereo unspecified)
→ 108.0	94.8	114.0	112.8	99.5	113.6	105.9	·
Clc1ccc(C2N(Cc3ccccc3)CCC3CCCCN32)cc1Cl (stereo unspecified)
→ 98.1	96.5	95.2	107.5	98.7	110.1	97.8	95.6
COc1ccc(-c2cc(C(=O)OCCO)c(C)n2-c2ccc(Cl)cc2)cc1
→ 95.2	84.8	101.4	94.0	93.1	99.1	107.4	80.2
O=C(Cc1ccc(/C=C/C(=O)c2ncc[nH]2)cc1)Nc1ccc(F)cc1
→ 39.0	32.9	49.1	15.9	-6.9*	2.4*	52.0	36.6
C=CCn1cc(C2=C(c3cccc4ccccc34)C(=O)N(O)C2=O)c2cc(Br)ccc21
→ 84.0	80.6	99.9	103.7	103.0	94.6	100.8	109.9

Overlap with the part before: 2 entries, then new ones.
Every second line gives: IGROV1	PC-3	OVCAR-5	DU-145	OVCAR-8	OVCAR-3	SK-OV-3	OVCAR-4
O=C(Cc1ccc(/C=C/C(=O)c2ncc[nH]2)cc1)Nc1ccc(F)cc1
→ 39.0	32.9	49.1	15.9	-6.9*	2.4*	52.0	36.6
C=CCn1cc(C2=C(c3cccc4ccccc34)C(=O)N(O)C2=O)c2cc(Br)ccc21
→ 84.0	80.6	99.9	103.7	103.0	94.6	100.8	109.9
O=C(NCc1ccccc1)C(c1ccc(OCCBr)cc1)N(C(=O)CCc1ccc(O)cc1)C1CC1 (stereo unspecified)
→ 81.1	73.5	119.5	103.5	83.5	95.0	90.0	84.5
CCCCC(CC)C(=O)CC(C)=O (stereo unspecified)
→ 99.7	95.8	108.7	104.2	105.9	109.0	100.9	100.9
COc1cc2c(cc1OC)=NC(=O)/C(=C\c1sc(=O)[nH]c1O)C=2
→ 99.1	94.9	97.9	109.1	100.3	113.6	105.2	106.8
c1ccc2c(c1)CCCC2C1=NCCN1 (stereo unspecified)
→ 102.8	94.1	·	124.5	100.9	126.3	97.0	121.0
CCN(CC)CCN=Cc1ccccc1OC
→ 107.3	101.8	105.1	127.7	97.7	131.1	111.5	101.8
CCOC(=O)c1cc(C)n(-c2ccc(C(=O)O)cc2)c1C
→ 106.6	83.3	76.7	7.2*	87.6	115.0	92.8	94.6
Fc1ccc(-c2ncnc3c2ncn3CC#CCCl)cc1
→ 85.0	82.5	100.0	83.0	85.1	76.9	126.3	38.8
C=C1C(=O)O[C@H]2[C@H]1CC/C(COC(=O)NCc1cc(OC)cc(OC)c1)=C\CC[C@@]1(C)O[C@@H]21
→ ·	30.2	18.1	-6.2*	-9.8*	-76.8*	81.7	9.3*
O=C(/C=C/c1ccc(Cl)cc1)c1ccc(-n2cc(CN3CCN(c4cc5c(cc4F)c(=O)c(C(=O)O)cn5C4CC4)CC3)nn2)cc1
→ 59.0	89.0	100.4	90.8	83.6	90.5	84.6	94.4
CC(C)(C)c1c(C#N)nnc2cc(-c3ccccc3)nn12
→ 103.5	79.7	122.1	98.0	94.1	104.0	119.2	78.0
O=C1/C(=C/c2ccccc2O)COc2ccc(-c3ccccc3)cc21
→ 98.9	86.0	90.1	112.1	104.3	107.6	102.8	116.9
Oc1ccccc1/C=C/c1nc2ccccc2n2c(-c3ccc(Cl)cc3)nnc12
→ 49.6	43.8	82.0	54.8	39.8	54.2	89.2	44.9
CC(=O)N(Cc1ccccc1)C1CC(=O)N(Cc2ccccc2)C1=O (stereo unspecified)
→ 108.3	100.6	115.2	120.6	108.1	119.7	106.7	109.4
CN(C)Cc1ccccn1
→ 101.7	90.3	102.1	120.3	101.4	116.9	112.3	106.4
O=C(Nc1ccc(C(=O)/C=C/c2ccc(N3CCCCC3)cc2)cc1)Nc1ccc([N+](=O)[O-])cc1
→ 91.8	88.2	89.2	107.6	94.6	99.4	95.0	·
CCCCCOC(=O)Cc1c[nH]c2ccccc12
→ 113.1	85.5	118.9	110.1	109.1	114.5	111.3	89.9
CCCCOC(c1cc2c(cc1Br)OCO2)C(C)Br (stereo unspecified)
→ ·	94.9	96.6	107.9	110.2	106.3	124.6	99.7
O=C(c1ccc(Cl)cc1)C1C(c2ccccc2)C1[N+](=O)[O-] (stereo unspecified)
→ 103.2	90.5	109.5	104.5	99.0	97.8	105.2	99.0
O=C1CCCC=C1C[N+](=O)[O-]
→ 107.9	88.1	112.8	114.2	103.7	96.8	99.5	107.3
COC(=O)/C(=C\c1c(C)[nH]c2ccccc12)S(=O)(=O)c1ccccc1
→ ·	-1.8*	33.6	-53.4*	4.3*	-19.8*	22.6	53.0
OC(c1ccccc1)C1(c2ccccc2)CCN(Cc2ccccc2)CC1 (stereo unspecified)
→ 97.8	89.5	119.4	110.0	98.3	102.4	103.9	103.0
Clc1ccccc1N1CCN(CCCN2CCN(c3ccccc3Cl)CC2)CC1
→ 87.3	85.0	89.7	102.2	101.9	94.8	99.8	93.3
CCOC(=O)CC(=O)c1cccnc1
→ 107.4	94.2	100.3	103.0	95.9	101.8	98.1	101.9

Screens: PubChem, NCI
